12-LOX inh – blocks human arachidonate 12S-lipoxygenase. Potency, µM (highest dose often 108 µM), for inactives: top-dose activity change, negative = inhibition, actives largely listed as inhibitors. purified 12hLO, xylenol orange hydroperoxide absorbance. 580,000 tested, 1.1% active. P18054. AID 1671190; active = well fitted inhibition curve with a large enough effect; inconclusive = small, poorly fitted or top-dose-only effect, or another doubt; inactive = no such curve, though single readings can be large or run the other way
Target sequence (P18054 whole entry, looked up): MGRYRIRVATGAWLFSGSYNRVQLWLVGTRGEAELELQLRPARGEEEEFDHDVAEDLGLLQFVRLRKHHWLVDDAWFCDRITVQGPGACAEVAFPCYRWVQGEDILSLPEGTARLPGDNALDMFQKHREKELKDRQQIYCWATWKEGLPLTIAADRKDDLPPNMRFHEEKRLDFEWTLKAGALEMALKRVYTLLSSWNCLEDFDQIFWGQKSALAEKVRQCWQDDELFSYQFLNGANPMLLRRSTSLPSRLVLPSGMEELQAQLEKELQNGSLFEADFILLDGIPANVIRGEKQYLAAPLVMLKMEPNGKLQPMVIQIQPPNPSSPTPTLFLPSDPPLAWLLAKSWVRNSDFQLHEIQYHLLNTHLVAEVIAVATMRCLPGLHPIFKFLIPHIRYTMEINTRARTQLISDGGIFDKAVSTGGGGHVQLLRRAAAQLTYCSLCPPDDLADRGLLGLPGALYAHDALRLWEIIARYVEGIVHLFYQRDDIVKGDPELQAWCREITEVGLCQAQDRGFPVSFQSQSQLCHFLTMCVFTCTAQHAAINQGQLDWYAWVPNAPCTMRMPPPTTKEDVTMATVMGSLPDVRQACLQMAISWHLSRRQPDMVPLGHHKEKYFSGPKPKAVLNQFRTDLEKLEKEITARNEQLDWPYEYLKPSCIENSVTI
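Hydroperoxide product was detected by ferrous iron/xylenol orange as the 573 to 405 nm absorbance ratio. Arachidonic acid at 40 uM (final) was turned over for 30 min at room temperature by 150 nM human 12hLO, pH 7.0 Hepes buffer, after 15 min compound preincubation.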
Active calls of the source: *; ? = inconclusive; [ ] = remark or other dose. % is set by controls: 0 for no effect and ±100 for the full control effect; potency is the fitted concentration of half-maximal effect.

#	SMILES	12-LOX inh
1	CC(C)c1ccc(C2C(C#N)=C(SCC(N)=O)NC3=C2C(=O)CCC3)cc1 (stereo not given)	45µM*
2	COCCCNC(=O)C(C)(C)Oc1nn(Cc2cccnc2)c2ccc(COC)cc12	20%[176 µM]
3	CN(CC(=O)N1CCc2nc3cc(-c4ccccc4)[nH]n3c(=O)c2C1)S(=O)(=O)c1cccs1	40%[activator]
4	CCc1nc(-c2c3n(c(=O)n(CC(=O)Nc4c(C)cccc4C)c2=O)CCCCC3)no1	10%
5	CC(C)CCN1CCC2(COc3ccccc3C(=O)N2)C1 (stereo not given)	67%[activator][176 µM]
6	Cn1nc(C(=O)N2CCOCC2)cc1C(=O)Nc1cc(Cl)cc(Cl)c1	9%
7	O=Cc1ccc(-c2ccc(F)cc2)cc1	8%[12.5 µM]
8	Cc1ccc(/C=C/C(=O)O)cc1	-20%
9	CC(=O)Nc1cncc(-c2cccc(N(C)C)c2)n1	-14%
10	Cc1nc2c(c(N3CCCC(COc4cccc(F)c4)C3)n1)CCNCC2 (stereo not given)	21%
11	O=C(Nc1oc2ccccc2c(=O)c1-c1ccc2c(c1)OCO2)c1ccccc1	9%
12	COC(=O)C1(NC(=O)COc2cc(Cl)ccc2Cl)CCCCCC1	-14%
13	CC(C)CNC(=O)C(=O)NC1CC(C)(C)NC(C)(C)C1	20%
14	COc1ccc(C2Cn3cnc(C(=O)N4CCC(C(=O)NC5CCCCC5)CC4)c3CO2)cc1 (stereo not given)	33%[activator]
15	O=C(c1noc(-c2ccc(F)cc2)n1)N1CCN(c2ccccc2)CC1	23%
16	CCN(CC)C(=O)/C=C/c1cccs1	30%
17	CC(=O)NCC(=O)N1CCCC(C(=O)Nc2cccc(-c3ccc(F)cc3)c2)C1 (stereo not given)	11%
18	O=C(c1cn(CCc2ccccc2)nn1)N1CCC(OCc2ccccn2)CC1	18%
19	O=C(CSc1nc2nc[nH]c2c(=O)[nH]1)Nc1ccc(Br)cc1	?
20	O=C(Cc1ccc(Oc2ccccc2)cc1)N1CC(COc2ccccc2)C2(C1)CN(C(=O)c1cn[nH]c1)C2 (stereo not given)	43%[activator]
21	O=C(c1ccc(Cl)cc1)N1CCC2(CC1)C(=O)NCN2c1ccccc1	?
22	Cc1cnc(C(=O)N2CCOc3ccc(CN4CCCC(C(=O)c5cccnc5)C4)cc3C2)[nH]1 (stereo not given)	4%
23	CSc1cccc(NC(=O)Cn2ccn3nc4c(c3c2=O)CCCC4)c1	42%
24	COc1ccc2c3c([nH]c2c1)[C@@H](CO)N(Cc1ccccc1Cl)CC31CN(C(=O)C2CC2)C1	16µM*
25	CC(=O)N1CCCC2(C1)CN(C)c1ccc(C(=O)NC3CC3)cc12 (stereo not given)	57%[activator][176 µM]
26	CCn1nccc1C(=O)N1CCCC(c2nnc(CN3CCCC3)n2C)C1 (stereo not given)	16%
27	O=C(CNc1nc(-c2ccccc2)nc2ccccc12)N1CCCC1	-43%
28	O=S(=O)(Nc1nc2ccccc2nc1NCCc1ccccc1)c1ccc(F)cc1	14%
29	Cc1ccc(S(=O)(=O)N2CCCN(c3nnnn3-c3ccccc3)CC2)cc1	-28%
30	N#Cc1cnn(-c2cc(Cl)ccc2Cl)c1N	-2%
31	Cc1ccc(S(=O)(=O)N2CCOCC2)cc1C(=O)OCC(=O)Nc1ccc(Cl)cn1	4%
32	COCC1CN(C(C)=O)CC12CCN(S(=O)(=O)c1cccc(OC)c1)CC2 (stereo not given)	87%[activator]
33	CCN1C(=O)C2CC3(CCN(Cc4ccc(F)c(F)c4)CC3)CN2C1=O (stereo not given)	?
34	C=CCn1c(SCc2ccccc2Cl)nc2c1c(=O)n(C)c(=O)n2C	?
35	CCN(CC)C(CNS(=O)(=O)c1ccc(C)cc1)c1ccsc1 (stereo not given)	?
36	CNC(=S)N/N=C/c1ccc(F)cc1F	?

Reprinted from the part before: 3 entries; new compounds follow.
#	SMILES	12-LOX inh
34	C=CCn1c(SCc2ccccc2Cl)nc2c1c(=O)n(C)c(=O)n2C	?
35	CCN(CC)C(CNS(=O)(=O)c1ccc(C)cc1)c1ccsc1 (stereo not given)	?
36	CNC(=S)N/N=C/c1ccc(F)cc1F	?
37	CNC(=O)[C@@H]1CN(Cc2cnn(C)c2)C[C@H]1COC	13%
38	Cc1nc2c(OCc3ccc(C#N)cc3)cccn2c1N(C)Cc1cccs1	-6%
39	Cc1nc(NC(=O)C(C)Sc2nnc(-c3cccc(F)c3)n2C)sc1C (stereo not given)	-2%
40	CC(C)Cc1nc(CN(C)C(=O)c2cccc(CCC(C)(C)O)c2)no1	18%
41	COc1cc(CN2CCN(c3noc(C(C)C)n3)CC2CCO)cc(OC)c1 (stereo not given)	?
42	O=C(COCc1nc2ccccc2c(=O)[nH]1)Nc1nc(-c2ccc3c(c2)CCC3)cs1	3%
43	COc1cccc(C(=O)Nc2ccc3oc(=O)ccc3c2)c1	18%
44	Cc1ccc(CN2C(=O)COC[C@H]2C(=O)Nc2ccc(C)c(F)c2)cc1	5%
45	CC(C)Nc1nc(NCc2ccccc2)c2sccc2n1	-18%
46	COC(=O)C1CCN(C2CN(C3CCCCC3)S(=O)(=O)C2)CC1 (stereo not given)	2%
47	Cn1c(Br)nc2c1c(=O)n(Cc1ccccc1Cl)c(=O)n2C	0%
48	COc1ccccc1-c1ccnc(N[C@H]2CO[C@H]3[C@@H]2OC[C@@H]3NS(=O)(=O)c2ccc3ccccc3c2)n1	-3%

The last 2 records of the section before lead into the next:
#	SMILES	12-LOX inh
47	Cn1c(Br)nc2c1c(=O)n(Cc1ccccc1Cl)c(=O)n2C	0%
48	COc1ccccc1-c1ccnc(N[C@H]2CO[C@H]3[C@@H]2OC[C@@H]3NS(=O)(=O)c2ccc3ccccc3c2)n1	-3%
49	Cn1cncc1C(=O)N1CCC2(CC1)CNC(C(=O)O)C2 (stereo not given)	-10%
50	CCOc1ccc(-c2noc(-c3nnn(-c4cc(C)ccc4C)c3N)n2)cc1	-27%
51	Cc1ccc(-c2cnoc2NC(=O)CSc2nc3c(c(=O)[nH]2)CCC3)cc1	-13%
52	CC(C)Cc1noc(CN2CCC(c3nc4cc(Cl)ccc4o3)CC2)n1	24%
53	CCCCn1c(N)c(N(CCC)C(=O)c2cccnc2SC)c(=O)[nH]c1=O	?
54	N#Cc1ccc(CN2CCCC3(CC(c4cccnc4)=NO3)C2)cc1 (stereo not given)	5%[6.33 µM]
55	O=C(O)C12CC3CC(CC(Br)(C3)C1)C2	3%
56	CN1CCCCC(CC(=O)NCc2cccc(Cl)c2)C1=O (stereo not given)	43%[activator]
57	CN1CCc2c([nH]c3ccccc23)C12CCN(C(=O)c1nccc3ccccc13)CC2	3%
58	COCCC(=O)N1CCCCCNC(=O)[C@@H]2CCCC[C@@H]21	21%
59	O=C(CSc1nnc(-c2ccncc2)n1-c1ccc(Cl)cc1)c1c[nH]c(C(=O)N2CCCC2)c1	2%
60	Cc1cc2cccc(C(=O)N3CCn4nc(C(O)C5CC5)cc4C3)c2o1 (stereo not given)	17%
61	COc1ccc(-c2nc3c(c(=O)[nH]2)CCN(C(=O)COc2ccccc2C)C3)cc1	-5%
62	CCN(Cc1nc2cc(Cl)ccc2c(=O)[nH]1)C(=O)c1cc(Cl)c(OCC(N)=O)c(OC)c1	?
63	O=C(O)C[C@@H]1CCN(C(=O)C2CCC2)C[C@@H]1CCN1CCN(c2ccc(F)cc2)CC1	17%[176 µM]
64	COc1ccc(NC(=O)Cc2c(C)c3c(OC)cc(C)cc3oc2=O)c(OC)c1	43%[activator]
65	O=C(Nc1ccccc1Cl)c1nn(Cc2ccccc2)c(=O)c2ccccc12	12%
66	CCN(CC)S(=O)(=O)c1ccc(NC(=O)CN(c2ccccc2)S(C)(=O)=O)cc1	?
67	CCN(CC)C(=O)N1CCCC(Cc2nncn2C(C)C)C1 (stereo not given)	6%
68	O=C(NCCn1ccn2nc(-c3ccc(F)cc3)cc2c1=O)c1ccoc1	?
69	O=C1NCCCN1C1CCN(Cc2cccc(OC(F)(F)F)c2)CC1	5%[176 µM]
70	Cn1nc(C(=O)N2CCCCC2c2nc3ccccc3s2)c2ccccc2c1=O (stereo not given)	-6%
71	Cc1ccc(C2c3cc(OCc4nc(C(=O)NC5CC5)co4)ccc3CCN2C(=O)C2CC2)cc1 (stereo not given)	1%
72	CCOc1ccc(NC(=O)NC2(C(F)(F)F)Oc3ccccc3O2)cc1	?

Looked up one by one from above, 3 records:
#	SMILES	12-LOX inh
68	O=C(NCCn1ccn2nc(-c3ccc(F)cc3)cc2c1=O)c1ccoc1	?
70	Cn1nc(C(=O)N2CCCCC2c2nc3ccccc3s2)c2ccccc2c1=O (stereo not given)	-6%
64	COc1ccc(NC(=O)Cc2c(C)c3c(OC)cc(C)cc3oc2=O)c(OC)c1	43%[activator]

(continued)
#	SMILES	12-LOX inh
73	Cc1c(C(=O)N2CCOCC(CO)C2)n(C)c2c(C)cccc12 (stereo not given)	6%
74	Cc1ccc(S(=O)(=O)N(Cc2cnn(C)c2)C(C)C)c(Cl)c1	13%
75	Cc1ccc2nc(C)c(C(=O)N3CCCC3C3CCCC3)cc2c1 (stereo not given)	-26%
76	O=c1[nH]c(=O)n(CCc2ccccc2)c2nccc(-c3ccc(Cl)cc3)c12	-4%
77	CC(=O)N1CCC(C2CCN(C(C)=O)C2)CC1 (stereo not given)	-16%
78	O=C(NCc1ccc(Cl)cc1)[C@@H]1Cc2nc[nH]c2CN1Cc1ccc(CO)o1	37%[activator][176 µM]
79	COc1cccc([S+](=O)([O-])N2CCC3(CC(c4cccnc4)=NO3)C2)c1 (stereo not given)	1%[6.33 µM]
80	COC(=O)c1ccccc1NC(=O)N1CCCC(Nc2ccc(OC)cc2)C1 (stereo not given)	20%
81	O=C(O)CCC(=O)c1ccc(Br)cc1	?
82	O=C(O)CCCN1CCCCC1	?
83	O=C(c1ccncc1)N1CCCC(COc2ccccc2C(=O)N2CCOCC2)C1 (stereo not given)	6%
84	CCc1sc(C(=O)OCC(=O)c2ccc3c(c2)OCCO3)cc1C	-3%
85	O=C(c1cccc(Cl)c1)N1CCN(c2cc(-c3cccs3)[nH]n2)CC1	-4%
86	O=C(c1ccccc1Br)N(Cc1ccc2cc[nH]c2c1)C1CC1	?
87	O=C(N[C@H]1C[C@H]2C(=O)NC[C@@H](CCC(=O)N3CCN(c4ccccn4)CC3)N2C1)c1ccccc1	?
88	CC(C)NC(=O)N[C@H]1C[C@H]2C(=O)NC[C@@H](CCC(=O)N3CCN(C)CC3)N2C1	13%[176 µM]
89	C/C(=N\NC(=O)C1CC1)c1ccncc1	?
90	Cc1noc2c(-c3cccnc3NC3CCN(C)CC3)cc(-c3ccccc3)nc12	?
91	O=C(NCc1cc(F)ccc1F)C1CCc2sc(C(=O)N3CCOCC3)cc2C1 (stereo not given)	22%
92	CCC1CN(C(=O)CCc2nc(Cc3ccccc3)no2)CCO1 (stereo not given)	6%
93	CCOc1ccccc1C(=O)N[C@H](C(=O)O)C(C)C	?
94	COCC1CN(C(C)=O)CC12CCN(Cc1cccc(OC)c1OC)CC2 (stereo not given)	17%
95	O=C(Nc1ccc(S(=O)(=O)N2CCOCC2)cc1)c1nc(-c2ccccc2)n(-c2ccccc2)n1	32%[activator]
96	CN(C)C[C@@H]1CN(C)C[C@H]1NC(=O)c1cccc2[nH]ccc12	103%[activator]

From no. 1 to 2, copied from above:
#	SMILES	12-LOX inh
1	CC(C)c1ccc(C2C(C#N)=C(SCC(N)=O)NC3=C2C(=O)CCC3)cc1 (stereo not given)	45µM*
2	COCCCNC(=O)C(C)(C)Oc1nn(Cc2cccnc2)c2ccc(COC)cc12	20%[176 µM]

(listing goes on)
#	SMILES	12-LOX inh
97	Cc1cc(C)c2c(-n3cccc3)nn(CCCC(=O)NCc3ccc(Cl)cc3)c2n1	-70%
98	Cc1ccc(C(=O)N2CCC3(CC(c4cccc(C(F)(F)F)c4)=NO3)C2)cc1 (stereo not given)	6%[6.33 µM]
99	COc1cccc(Cn2c(=O)n(CC3CCC(C(=O)N4CCCC4)CC3)c(=O)c3sccc32)c1 (stereo not given)	0%
100	O=C(c1cccc(=O)[nH]1)N1CC[C@@H](c2ccc3c(c2)OCO3)[C@H](O)C1	1%
101	COC[C@@H]1CN(C(=O)c2cn[nH]c2C)C[C@H]1c1ccncc1	34%
102	COc1ccc(-c2nc(-c3ccccc3)nc3c2CN(C(=O)c2cccc(OC)c2)CC3)cc1	-6%
103	CCc1nn2c(=O)cc(CNc3cc4c(cc3Br)OCCO4)nc2s1	-12%
104	C#CCN(CC=C)C(=O)c1ccccc1OC1CCN(C(=O)c2cccnc2)CC1	12%
105	CC1CCN(C(=O)C2CCN(C(=O)Cc3c[nH]c4ccccc34)CC2)CC1	27%
106	COC(=O)C[C@H]1C[C@H]2c3cc(NC(=O)CC4CC4)ccc3O[C@H]2[C@H](CO)O1	1%
107	Cc1ccc(-c2cn3c(n2)CO[C@@H](CNCc2ccccc2Cl)C3)cc1	15%[176 µM]
108	Cc1sc(-c2cc3c([nH]c2=O)CC(c2ccco2)CC3=O)nc1-c1ccc(Cl)cc1 (stereo not given)	?
109	Cc1ccc(C(=O)NCC(F)(F)F)cc1N	8%
110	Cc1[nH]cnc1CSCCn1ccnc1-c1nccn1C	126%[activator]
111	CC(=O)Nc1ccccc1-c1nc(CNC(=O)c2cccc(F)c2)c(C)o1	1%
112	CCOC(=O)c1ccccc1	4%[176 µM]
113	COC(=O)C(C)Oc1ccc2cc(-c3ccc(OC)c(OC)c3)c(=O)oc2c1 (stereo not given)	3%
114	Cc1ccc(-c2nc3cc(NC(=O)CC(C)C)ccc3o2)cc1Cl	-27%

A portion of the library (hit frequency here may not be typical).
